Bioassay records deposited in PubChem by National Center for Advancing Translational Sciences (NCATS).
aGal spleen mod: inhibitors or activators of human alpha-galactosidase in spleen homogenate | human spleen homogenate, 4MU-alpha-Gal fluorescence, 40 min | Potency, µM (series often up to 80 µM), inactives show at the top dose activity change, negative = inhibition, hits mostly inhibitors | hit rate 0.008% among 240,000 | AID 2107;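 further: 0% = enzyme with vehicle and -100% = no enzyme basal signal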
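Human spleen homogenate (1 ug) was the enzyme source, with 4-methylumbelliferyl-alpha-D-galactopyranoside (1 mM final) in pH 5.0 citrate buffer with 0.01% Tween-20. Compounds were titrated; after 40 min at 37C, NaOH/glycine stop, 4-MU fluorescence read; AC50 from Hill fits.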
ALDH1A1 inh: ALDH1A1 (human) enzyme inhibition. Potency, µM (top dose mostly 75.3 µM), for inactives: at the top dose activity, negative = inhibition, hits mostly inhibitors. Purified ALDH1A1, NADH fluorescence, propionaldehyde substrate. hit rate 7.3% among 220,000. AID 1030; active means well fitted inhibition curve with a large enough effect, not every such curve was filed as active; inconclusive means small, poorly fitted or top-dose-only effect, or another doubt; inactive means no such curve, though single readings can be large or run the other way;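 further: plate controls were no enzyme wells and a reference inhibitor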
Tau fibril ThT: inhibitors of human tau fibril formation, thioflavin T binding | P10636 | recombinant tau K18 P301L, heparin-induced fibrillization, ThT fluorescence | Potency, µM (highest dose often 57.4 µM), inactives show top-dose activity, negative = inhibition, actives largely listed as inhibitors | hit rate 2.1% among 270,000 | AID 1460; further: nearly all actives have a fitted effect of over 55% in size
Target sequence (P10636 561-689 P618L limits assumed): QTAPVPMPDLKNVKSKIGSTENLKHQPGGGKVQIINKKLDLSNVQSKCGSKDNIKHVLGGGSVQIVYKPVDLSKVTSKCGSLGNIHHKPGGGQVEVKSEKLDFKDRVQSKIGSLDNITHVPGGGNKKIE
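Tau K18 P301L fragment (15 uM unlabeled plus 0.24 uM Alexa 594-labeled) in 100 mM sodium acetate pH 7 with compound, fibrillization induced by 20 uM heparin for 6 hr at 37 C. Thioflavin T (30 uM) added, fluorescence read after 1 hr (ex 450, em 510 nm).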
Tau fibril FP: tau fibrillization inhibition (FP); hit rate 0.39% among 280,000; K18 P301L tau heparin fibrillization, Alexa594 FP, 6 h; Potency, µM (doses to about 57.7 µM), for the others: top-dose activity, negative = inhibition, hits mostly inhibitors; P10636; AID 1468; further: nearly all actives have a fitted effect of over 55% in size
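Heparin (20 uM) drove fibril formation of recombinant tau K18 P301L, 15 uM unlabeled with 0.24 uM Alexa 594 label, for 6 hr at 37 C in 100 mM sodium acetate pH 7. Fluorescence polarization (555/632 nm) read 1 hr after 30 uM ThT.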
Tau fluor counter: counter-screen for tau fibril formation inhibitors; tau K18 P301L (four-repeat tau fragment) Alexa594 fluorescence, heparin fibrillization; Potency, µM (doses to about 57.7 µM), without a hit: at the top dose activity change, negative = decrease; hit rate 0.93% among 280,000; AID 1463; further: nearly all actives have a fitted effect of over 55% in size
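Human K18 P301L tau (15 uM unlabeled plus 0.24 uM Alexa 594-labeled, final) in 100 mM sodium acetate pH 7 was mixed with compound and 20 uM heparin and incubated 6 hr at 37 C.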
TRb SRC2 PPI: inhibitors of human thyroid hormone receptor beta-SRC2 interaction. P10828. TRbeta-SRC2 peptide binding, fluorescence polarization; receptor liganded with 1 µM T3. Potency, µM (top dose mostly 106 µM), for the others: at the highest dose activity change, negative = inhibition, hits mostly inhibitors. hit rate 0.065% among 280,000. AID 1469;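 further: plate controls were bound peptide for no effect and peptide without receptor for full effect; nearly all actives have a fitted effect of over 50% in size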
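A fluorescence polarization screen tested compounds at multiple concentrations against complex formation between 0.6 uM TRb ligand-binding domain and 20 nM Texas Red SRC2 peptide, with 1 uM T3 present; readout after 5 hr.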
L3MBTL1 inh: blocks human L3MBTL1 | Q9Y468 | AlphaScreen L3MBTL1–H3K9me1 peptide binding | Potency, µM (titrated, usually from 57.1 µM), for the others: top-dose activity, negative = inhibition, usual class: inhibitors | hit rate 0.66% among 230,000; further: nearly all actives have a fitted effect of over 60% in size
Target sequence (Q9Y468 whole entry, looked up): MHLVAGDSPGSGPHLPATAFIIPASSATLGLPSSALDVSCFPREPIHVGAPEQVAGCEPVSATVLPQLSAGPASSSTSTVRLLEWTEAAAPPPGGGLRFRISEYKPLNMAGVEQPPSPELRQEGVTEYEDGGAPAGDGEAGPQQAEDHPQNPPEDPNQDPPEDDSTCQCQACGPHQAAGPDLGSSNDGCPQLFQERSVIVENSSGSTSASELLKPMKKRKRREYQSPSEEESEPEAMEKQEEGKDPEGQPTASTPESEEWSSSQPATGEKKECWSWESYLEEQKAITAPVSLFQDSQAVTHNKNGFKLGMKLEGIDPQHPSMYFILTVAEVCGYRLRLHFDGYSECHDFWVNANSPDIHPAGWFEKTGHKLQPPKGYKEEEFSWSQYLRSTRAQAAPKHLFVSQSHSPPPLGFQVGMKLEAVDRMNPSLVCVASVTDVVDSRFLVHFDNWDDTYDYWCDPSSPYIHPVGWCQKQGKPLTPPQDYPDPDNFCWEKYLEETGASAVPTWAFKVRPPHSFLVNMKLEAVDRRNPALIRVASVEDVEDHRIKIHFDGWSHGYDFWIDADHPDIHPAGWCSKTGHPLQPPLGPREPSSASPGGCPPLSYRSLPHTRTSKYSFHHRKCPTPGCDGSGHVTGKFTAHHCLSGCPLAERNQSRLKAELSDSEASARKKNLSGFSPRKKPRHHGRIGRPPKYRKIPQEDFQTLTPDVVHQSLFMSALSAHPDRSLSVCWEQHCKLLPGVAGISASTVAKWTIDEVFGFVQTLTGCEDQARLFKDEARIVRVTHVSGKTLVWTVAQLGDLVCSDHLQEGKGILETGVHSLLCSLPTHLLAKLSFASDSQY
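Read-out is AlphaScreen signal from streptavidin donor and nickel chelate acceptor beads (10 ug/mL final each) bridging L3MBTL1 (50 nM) and biotinylated K9-monomethylated H3(1-15) peptide (75 nM), after 30 min compound exposure at room temperature.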
TexasRed fluor: counter-screen for TRb-SRC2 inhibitors: fluorescence interference; TRb/SRC2 Texas Red total fluorescence interference; Potency, µM (highest dose often 106 µM), for inactives: at the top dose fluorescence change, negative = quenching; hit rate 0.29% among 280,000; active means well fitted curve in either direction with a large enough effect; inconclusive means small, poorly fitted or top-dose-only effect
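Human TRβ ligand-binding domain (0.6 uM) and Texas Red SRC2 peptide (20 nM) in Tris buffer with 1 uM T3 and 5% DMSO were incubated with pinned compound for 5 hr at ambient temperature. Total fluorescence was computed as S + 2P (555/632 nm).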
* marks the source's active call; other numbers are inactive results; ? = inconclusive; . = no result given; & = joins results of further samples; [ ] = remark or other dose. Unless noted, the call rests on the fitted dose curve; in most records, active means well fitted curve in the direction sought with a large enough effect; inconclusive means small, poorly fitted or top-dose-only effect, or another doubt; inactive means no such curve, though single readings can be large; an effect the other way counts as inactive or inconclusive. Unless noted, on the % scale 0 is the no-effect control and ±100 the full control effect; potency means the concentration at half of the fitted maximal effect. Random draw from the library; any-hit rate near 8.5%.

| Molecule | TRb SRC2 PPI | Tau fibril ThT | L3MBTL1 inh | Tau fluor counter | aGal spleen mod | ALDH1A1 inh | TexasRed fluor | Tau fibril FP |
| --- | --- | --- | --- | --- | --- | --- | --- | --- |
| O=C(CN1C(=O)c2cccnc2Oc2ccc(Cl)cc21)NCCc1ccccc1 | 3% | -2% | . | -4% | . | . | -4% | 0% |
| Clc1ccccc1CSc1ncn(-c2ccccc2)n1 | 0% | -16% | 29% | ? | 4% | -3% | -3% | -13% |
| Cc1cc(NC(=O)c2cc3ncc(Br)cn3n2)no1 | -1% | 6% | 19%[11.4 µM] | 6% | -4% | -3% | 1% | -1% |
| Cc1cc(Cl)cc(C)c1OCCCCN1CCOCC1 | -5% | 0% | 7% | -1% | 1% | 17% | -1% | -3% |
| O=[N+]([O-])c1cccc(/C=C2\CCC(/C=N/Nc3ccc4ccccc4n3)=C2N2CCOCC2)c1 | 0% | ? | -12% | -9% | -3% | ? | -1% | 11% |
| O=C(Nc1cc(-c2nc3cc(Cl)ccc3o2)ccc1Cl)c1cccc2ccccc12 | 6% | -13% | . | -14% | . | . | 2% | -5% |
| O=C(Cn1c(CO)nc2ccccc21)NC1CCCCCC1 | 0% | 1% | 9% | 3% | 2% | -2% | -1% | -1% |
| CCCCC(CC)CN (centres undefined) | 4%&-2% | . | . | . | 6%&-2% | -9% | 1%&-4% | . |
| CCOC(=O)c1c(C)oc2nc(C)nc(NC(C)c3ccccc3)c12 (centres undefined) | -2% | -12% | . | -9% | . | . | -7% | -3% |
| CC1SCC(=O)N(CC(=O)NCCc2ccccc2)C1=O (centres undefined) | -2% | -7% | ? | -4% | -11% | -6% | -1% | -9% |
| COc1ccc(-n2ccnc2SCC(=O)Nc2ccc3c(c2)OCO3)cc1 | -4% | -5% | . | -15% | . | . | -3% | 2% |
| CCN(c1ccccc1)S(=O)(=O)c1ccc2[nH]cc(C(=O)NCc3ccc(C)cc3)c(=O)c2c1 | -12% | 11% | . | ? | . | . | -55% | 3.5µM* |
| CCOC(=O)c1sc(=NC(=O)c2cccc(OC)c2)n(C)c1C | 2% | -10% | 0% | -16% | -11% | 9% | 1% | ? |
| COc1ccc(NC(=O)c2cc([N+](=O)[O-])ccc2O)cc1 | -3%[53 µM] | ? | 1% | -5% | -4% | 4% | -6%[53 µM] | 2% |
| CCOC(=O)c1cnc2ccc(Cl)cc2c1Nc1ccc(OCC)cc1 | 8% | ? | . | -20% | . | . | -3% | ? |
| CCOC(=O)C(=O)/C(C#N)=C/Nc1ccccc1 | 4% | -18% | . | -12% | -1% | -10% | -2% | -7% |
| CCOC(=O)c1c(C)[nH]c(C(=O)CSc2nccc(C)n2)c1C | 4% | 6% | 5% | 12% | -8% | ? | 3% | -1% |
| Cc1cc(C)cc(OCC(=O)NCCc2nc3ccccc3[nH]2)c1 | ? | 9%&-15% | 1% | 1%&-15% | 10% | -8% | ? | -5%&-12% |
| O=C(Nc1ccc(NC(=O)c2ccco2)nc1)c1ccco1 | 4% | -9% | . | -13% | -1% | 9% | 1% | -5% |
| CC(=O)Nc1c(C)nn(-c2ccccc2)c1N1CCC(C(=O)Nc2cc(Cl)ccc2C)CC1 | 0% | 0% | . | -4% | . | . | -1% | 2% |
| COc1ccc(C2CC(O)(c3ccccc3)Oc3cc(OC)c(OC)c(OC)c32)cc1 (centres undefined) | 8%&6% | 5% | . | ? | 3%&6% | . | -6%&-1% | 0% |
| CC(=O)Nc1ccc(S(=O)(=O)N/N=C/c2ccc(C)s2)cc1 | 2% | -7% | 2% | -5% | -4% | ? | 2% | -1% |
| CCCn1c2ccccc2c2nnc(SCC(=O)Nc3nnc(CC(=O)OCC)s3)nc21 | 1% | -12% | . | -11% | -9% | -7% | -2% | -4% |
| CCC(C)(C)NC(=O)CN(CCc1cccc(C)c1)C(=O)c1csnn1 | 4% | -3% | 7% | 3% | -2% | -2% | 0% | -4% |
| N/C(CC1CC1(Cl)Cl)=N\OC(=O)c1ccccc1 (centres undefined) | -2% | 10% | 11% | 11% | 13% | . | 1% | 2% |
| CCn1cc(C(=O)N2CCN(c3cccc(C)c3C)CC2)c(=O)c2ccc(C)nc21 | -6% | . | . | 14% | 5% | . | 0% | 6% |
| NC(=O)c1nn(-c2cccc(Cl)c2)c(=O)cc1O | 2% | 5% | 5% | 6% | 7% | 3% | 1% | -1% |
| COc1cc(/C=N/N2CCN(C3c4ccccc4-c4ccccc43)CC2)cc(OC)c1O | 5% | ? | -9% | ? | -2% | -5% | 0% | 12% |
| O=C(CN1C(=O)COc2ccc(S(=O)(=O)N3CCCCCC3)cc21)N1CCN(c2ccc(Cl)cc2)CC1 | -13% | -3% | . | -20% | . | . | 0% | 10% |
| O=C(Nc1nc(-c2ccc3ccccc3c2)cs1)c1ccc(N2C(=O)CCC2=O)cc1 | 8% | 2% | 9% | -9% | 3% | 4% | 0% | ? |

More records:
| Molecule | TRb SRC2 PPI | Tau fibril ThT | L3MBTL1 inh | Tau fluor counter | aGal spleen mod | ALDH1A1 inh | TexasRed fluor | Tau fibril FP |
| --- | --- | --- | --- | --- | --- | --- | --- | --- |
| CCN(CC)c1ccc(C=Nc2cc(C)ccc2C)c(O)c1 | -6% | ? | -5% | -5% | 1% | ? | -1% | 12% |
| COc1cccc(C(C(=O)NC2CCCC2)N(Cc2ccco2)C(=O)c2ccco2)c1OC (centres undefined) | 8% | -10% | 0% | 1% | -1% | -1% | 2% | 1% |
| CC(C)CN(C(=O)CSc1nnnn1-c1ccccc1)c1c(N)n(CC(C)C)c(=O)[nH]c1=O | -2% | 4% | 1% | 5% | 3% | ? | -6% | 2% |
| Cc1cc(C)cc(OCC(=O)Nc2cccc3cccnc23)c1 | 11% | -16% | . | -28% | . | . | 0% | -3% |
| ClC(/C=N/n1cnnc1)=C/c1ccccc1 | 2% | -17% | 1% | -7% | 3% | . | 1% | -8% |
| O=C(C1CCCC1)N(c1ccccc1)C1C=CS(=O)(=O)C1 (centres undefined) | 5% | 0% | . | 3% | -1% | -2% | 0% | 0% |
| Cc1nn(-c2ccccc2)c2sc(C(=O)N3CCc4ccccc4C3)cc12 | 3% | -9% | -4% | -8% | -9% | ? | -1% | 0% |
| CCc1cnc2c(c1SCCC(C)C)c(=O)n(C)c(=O)n2C | -1% | -10% | . | -11% | . | . | -1% | -5% |
| O=[N+]([O-])c1cccc(/C=C/C=N/Nc2nc(N3CCCCC3)nc(N3CCCCC3)n2)c1 | -8% | ? | 15% | ? | -7% | 10% | 1% | -5% |
| COc1ccc(CCC(=O)NCCCNC(=O)CCc2ccc(OC)cc2)cc1 | -4% | -6% | 1% | -1% | 2% | -1% | -3% | 8% |
| Cc1scc(CN2CCN(c3ccc(F)cc3)CC2)c1C | 4% | ? | . | -24% | . | . | -1% | 5% |
| COC(=O)c1sc(S(=O)(=O)N2CCCCC2C(=O)O)c(C(=O)OC)c1C (centres undefined) | -15% | -9% | . | -4% | 0% | ? | -2% | -1% |
| CCOC(=O)c1cc2c(=O)n3ccccc3nc2n(C)c1=NC(=O)c1c(-c2ccccc2Cl)noc1C | 6% | -10% | . | -20% | . | . | -1% | -8% |
| COc1cccc(-n2cc(C(=O)OCc3ccc(F)c(F)c3)c3ccccc3c2=O)c1 | 0% | -6% | . | -23% | . | . | 6% | -6% |
| COc1ccc2c(CC(=O)NCc3cccs3)coc2c1 | 0% | -5% | -12% | -2% | 7% | -11% | -7% | 8% |
| C/C(Cn1nnc([N+](=O)[O-])n1)=N\NC(=O)c1ccccc1O | -6% | -12% | -1% | -5% | -10% | 8% | -4% | 8% |
| CCN1C(=O)C(O)(c2c[nH]c3ccccc23)c2cc(Br)ccc21 (centres undefined) | 4% | -5% | . | -24% | . | . | 9% | 0% |
| CNCc1ccccc1Sc1cc(O)ccc1O | -7% | 18µM* | -13% | 18µM*[quencher] | -5% | 0.79µM* | -5% | 32µM* |

11 of the compounds above, with two lines to a compound.
Under each structure – TRb SRC2 PPI, Tau fibril ThT, L3MBTL1 inh, Tau fluor counter, aGal spleen mod, ALDH1A1 inh, TexasRed fluor, Tau fibril FP
- O=C(CN1C(=O)c2cccnc2Oc2ccc(Cl)cc21)NCCc1ccccc1
 : 3%, -2%, ., -4%, ., ., -4%, 0%
- Clc1ccccc1CSc1ncn(-c2ccccc2)n1
 : 0%, -16%, 29%, ?, 4%, -3%, -3%, -13%
- Cc1cc(NC(=O)c2cc3ncc(Br)cn3n2)no1
 : -1%, 6%, 19%[11.4 µM], 6%, -4%, -3%, 1%, -1%
- Cc1cc(Cl)cc(C)c1OCCCCN1CCOCC1
 : -5%, 0%, 7%, -1%, 1%, 17%, -1%, -3%
- O=[N+]([O-])c1cccc(/C=C2\CCC(/C=N/Nc3ccc4ccccc4n3)=C2N2CCOCC2)c1
 : 0%, ?, -12%, -9%, -3%, ?, -1%, 11%
- O=C(Nc1cc(-c2nc3cc(Cl)ccc3o2)ccc1Cl)c1cccc2ccccc12
 : 6%, -13%, ., -14%, ., ., 2%, -5%
- O=C(Cn1c(CO)nc2ccccc21)NC1CCCCCC1
 : 0%, 1%, 9%, 3%, 2%, -2%, -1%, -1%
- CCCCC(CC)CN (centres undefined)
 : 4%&-2%, ., ., ., 6%&-2%, -9%, 1%&-4%, .
- CCOC(=O)c1c(C)oc2nc(C)nc(NC(C)c3ccccc3)c12 (centres undefined)
 : -2%, -12%, ., -9%, ., ., -7%, -3%
- CC1SCC(=O)N(CC(=O)NCCc2ccccc2)C1=O (centres undefined)
 : -2%, -7%, ?, -4%, -11%, -6%, -1%, -9%
- COc1ccc(-n2ccnc2SCC(=O)Nc2ccc3c(c2)OCO3)cc1
 : -4%, -5%, ., -15%, ., ., -3%, 2%
